All columns: NCI-60 one-dose screen, growth in % after 48 h at 10 µM unless noted; 100 = growth as untreated, 0 = no growth, -100 = all killed.
MDA-MB-435: MDA-MB-435 melanoma; 82,000 tested, 7.8% active; AID 1794794
CCRF-CEM: CCRF-CEM leukemia; 77,000 tested, 7% active; AID 1794778
M14: M14 melanoma; 80,000 tested, 6.2% active; AID 1794745
EKVX: EKVX NSCLC; 71,000 tested, 3% active
RPMI-8226: RPMI-8226 leukemia cells. 77,000 tested, 7.5% active. AID 1794781
HOP-62: HOP-62 NSCLC; 80,000 tested, 3.9% active; AID 1794735
HOP-92: HOP-92 NSCLC cells. 71,000 tested, 6.3% active
A549/ATCC: A549/ATCC NSCLC; 81,000 tested, 3.7% active; AID 1794740
Starred values were filed as active, the others as inactive; . = not tested or not shown; & = joins results of further samples; [ ] = another dose, or the depositor's remark. How the source made its calls: active means growth percent below 10; inactive means the rest.

SMILES | MDA-MB-435 | CCRF-CEM | M14 | EKVX | RPMI-8226 | HOP-62 | HOP-92 | A549/ATCC
CCOC(=O)C1=C(C)OC(N)=C(C#N)C1c1cc(=O)oc2ccc(OC)cc12 (stereo not drawn) | 102 | 123 | 101 | 100 | 106 | 102 | 108 | 86
CC(=O)O[C@]1(C)CC[C@H]2[C@H](CNCCc3ccc(Cl)cc3)C(=O)O[C@@H]2C2=C(C)C(=O)C[C@H]21 | 88 | 84 | 88 | . | 65 | 94 | . | 86
Fc1ccc(C2=NCc3nccn3C(=C(Cl)Cl)N2)cc1 | 103 | 104 | 102 | 93 | 104 | 94 | 102 | 109
CCOC(=O)c1c(O)cc(-c2ccc(F)cc2)cc1-c1sc(N(C)Cc2ccccc2)nc1Cl | 102 | 95 | 103 | 108 | 95 | 95 | 93 | 95
CSc1ccc(Cl)nn1 | 102 | 112 | 103 | 98 | 107 | 98 | 109 | 103
CCCCCCCCCCCCC#N | 99 | 108 | 104 | 97 | 104 | 101 | 94 | 108
Oc1ccc(N=Nc2ccccc2)c(O)c1 | 114 | 95 | 113 | 111 | 96 | 110 | . | 96
COc1ccc([C@H]2[C@H](O)C(=O)N2c2cc(OC)c(OC)c(OC)c2)cc1Cl | -0.6* | 16 | 10 | 50 | 19 | 23 | -6.5* | 19
O=C(CCN1C(=O)NC2NC(=O)NC21)NCCc1ccccc1 (stereo not drawn) | 105 | 94 | 106 | 105 | 89 | 95 | 85 | 82
O=C(Cc1ccc(/C=C/C(=O)c2ncc[nH]2)cc1)Nc1c(F)c(F)c(F)c(F)c1F | 97 | 96 | 96 | 102 | 54 | 95 | 120 | 94
O=C(N/N=C/[C@@H]1C[C@H](CO)C2CCC[C@@H]21)c1ccncc1 (stereo partly drawn) | 99 | 100 | 95 | 90 | 100 | 98 | 99 | 79
Fc1ccc(-n2nc(C(F)(F)F)c3c2OCc2ccccc2-3)cc1 | 110 | 104 | 113 | 98 | 105 | 119 | . | 98
O=C(O)c1ccc(-n2cc(CNc3ccc(Cl)cc3)c(-c3ccc(F)cc3)n2)cc1 | 98 | 92 | . | 81 | 80 | 96 | 117 | 85
O=C(NCCNc1nccc(Nc2ccc(S(=O)(=O)Nc3ccccn3)cc2)n1)c1ccccc1 | 113 | 89 | 104 | . | 92 | 99 | 95 | 83
Cc1cc(O)c(/C=N/C(=S)Nc2cc(Cl)ccc2Cl)c(=O)o1 | 98 | 99 | 86 | 101 | 94 | 84 | 81 | 97
O=C(CCc1nnc2sc(COc3ccccc3)nn12)c1nc2ncccc2[nH]1 | 101 | 118 | 96 | 102 | 140 | 91 | 94 | 107
NC(CCC(=O)NC(CS)C(=O)NCC(=O)O)C(=O)O (stereo not drawn) | 106 | 121 | 108 | 100 | 74 | 103 | . | 94
O=C(Oc1ccc([N+](=O)[O-])cc1)c1ccc([N+](=O)[O-])cc1 | 101 | 95 | 99 | 84 | 96 | 90 | 95 | 91
C/C(Cc1ccc(Cl)cc1)=C(\c1ccc(OCCN2CCCCCC2)cc1)c1ccc(OC(=O)Cc2ccccc2)cc1 | 46 | 57 | 22 | 90 | 33 | 86 | 48 | 61
Cc1csc(NC(c2ccccc2)c2c(C)nc3ccccn23)n1 (stereo not drawn) | 102 | 101 | 95 | . | 79 | 95 | 68 | 99
S=c1sc2ccccc2n1CNc1ccccc1 | 109 | 112 | 104 | 107 | 96 | 93 | 102 | 109
O=C(Nc1cccc([N+](=O)[O-])c1)c1ccc2ccccc2c1O | 50 | 39 | 50 | 52 | -7.7* | 53 | 6.8* | 68
CCC(=O)c1c(CC)ccc2ccccc12 | 99 | 102 | 93 | 98 | 95 | 104 | 101 | 100
O=c1[nH]c2ccccc2nc1/C(Cl)=C/c1ccc(Cl)cc1 | 110 | 74 | 93 | 102 | 72 | 104 | 84 | 108
CCN1C(=O)N(CC)C2C1NN=c1s/c(=C\c3ccc([N+](=O)[O-])cc3)c(=O)n12 (stereo not drawn) | -23* | 11 | 12 | 52 | 24 | 43 | 79 | 30
O=C(NC1CCCc2ccccc21)c1cc2c([nH]c1=O)CCC2 (stereo not drawn) | 104[50 µM] | 96[50 µM] | 102[50 µM] | 94[50 µM] | 91[50 µM] | 83[50 µM] | 91[50 µM] | 108[50 µM]
CCN1C(=O)N(CC)C2C1NN=c1s/c(=C\C(=O)O)c(=O)n12 (stereo not drawn) | 100 | 109 | 92 | 96 | 113 | 92 | 92 | 101
C[N+](C)(CCOc1ccccc1)Cc1ccccc1 | 101 | 82 | 93 | 90 | 90 | 87 | 154 | 93
CCS(=O)(=O)Oc1ccc(-c2ccc3occc3c2)cc1 | 92 | 89 | 106 | 91 | 100 | 106 | 96 | 97
CCC(C)(C)C(=O)CC(=O)C(C)(C)CC | 114 | 104 | 102 | 104 | 104 | . | 110 | 106

Part of the list above, limited to CCRF-CEM and HOP-92:
Compound,CCRF-CEM,HOP-92
O=C(CCc1nnc2sc(COc3ccccc3)nn12)c1nc2ncccc2[nH]1,118,94
NC(CCC(=O)NC(CS)C(=O)NCC(=O)O)C(=O)O (stereo not drawn),121,.
O=C(Oc1ccc([N+](=O)[O-])cc1)c1ccc([N+](=O)[O-])cc1,95,95
C/C(Cc1ccc(Cl)cc1)=C(\c1ccc(OCCN2CCCCCC2)cc1)c1ccc(OC(=O)Cc2ccccc2)cc1,57,48
Cc1csc(NC(c2ccccc2)c2c(C)nc3ccccn23)n1 (stereo not drawn),101,68
S=c1sc2ccccc2n1CNc1ccccc1,112,102
O=C(Nc1cccc([N+](=O)[O-])c1)c1ccc2ccccc2c1O,39,6.8*

New compounds follow:
SMILES | MDA-MB-435 | CCRF-CEM | M14 | EKVX | RPMI-8226 | HOP-62 | HOP-92 | A549/ATCC
CC(=O)n1cc(C=C2C(=O)CC(C)(C)CC2=O)c2ccccc21 | 117 | 98 | 101 | 100 | 93 | 106 | 102 | 108
Cc1oc(-c2ccc(Cl)cc2)nc1C1=NN(C(=O)c2ccncc2)C(c2ccc(Cl)cc2)C1 (stereo not drawn) | 94 | 94 | 96 | 97 | 93 | 81 | 77 | 86
CCCCCCCCCCOc1ccc(C(=O)c2ccc(OCCCCCCCCCC)cc2O)cc1 | 106 | 99 | 101 | 103 | 101 | 102 | 102 | 107
COc1cc(OC)c(C2SCC(=O)N2Nc2ncnc3ccccc23)cc1OC (stereo not drawn) | 103 | 107 | 107 | 100 | 115 | 100 | 147 | 104
COC(=O)c1ccc2c(c1)nc(-c1ccc(OC)cc1)n2-c1cc(C(C)(C)C)[nH]n1 | . | 93 | 87 | . | 80 | 117 | . | .
Cc1ccc2sc(-c3ccc(NC(=O)CSc4nnc(-c5cccnc5SCc5ccccc5)o4)cc3)nc2c1 | 107 | 93 | 97 | 90 | 92 | 97 | 93 | 104
CCCCCCOc1ccccc1C(N)=O | 94 | 114 | 103 | 91 | 93 | 105 | 74 | 98
CC(C)CC(CC(C)C)N(C)C(C)(C)O | 109 | 102 | 105 | . | 100 | 101 | . | 97
O=c1[nH]nc(-c2ccc(Br)cc2)cc1Cc1ccc(O)cc1 | 113 | -9.6* | 107 | 52 | 54 | 109 | 52 | 57
Cc1ccc(-c2nnc(SCC(=O)NC3=NN=C(c4ccc(Cl)cc4)CS3)o2)cc1 | 100 | 77 | 97 | 101 | . | 82 | 101 | 75
N#Cc1c2ccccc2nc2ccccc12 | 103 | 98 | 120 | . | 99 | 108 | . | 93
COc1cccc(/C=C/C(=O)c2ccc(NC(=O)c3cc4cc5cc(OC)ccc5nc4s3)cc2)c1 | 99 | 109 | 96 | 92 | 101 | 106 | 110 | 101
COc1c2c(c(OC)c3c1OCO3)S(=O)(=O)OC(C)C2 (stereo not drawn) | 105 | 98 | 109 | . | 93 | 104 | 90 | 94
Cc1cc(C)nc(NS(=O)(=O)c2ccc(Nc3nc4nc(SCc5ccccc5)nc(-c5ccc(O)cc5)c4c(=O)[nH]3)cc2)n1 | 95 | 71 | . | 96 | 67 | 93 | -9.7* | 98
COc1cc2c(cc1OC)C1=NN(C(=O)Nc3ccc(F)cc3)C(c3ccccc3)C1C2 (stereo not drawn) | 90 | 89 | 118 | 111 | 82 | 106 | 95 | 87

Single entries from the entries so far.
HOP-92, Cc1ccc(-c2nnc(SCC(=O)NC3=NN=C(c4ccc(Cl)cc4)CS3)o2)cc1 reads 101
HOP-62, N#Cc1c2ccccc2nc2ccccc12 reads 108

(more compounds)
SMILES | MDA-MB-435 | CCRF-CEM | M14 | EKVX | RPMI-8226 | HOP-62 | HOP-92 | A549/ATCC
COC(=O)/C=C1\S/C(=N\NC(=O)c2cc3ccc2/C=C\c2ccc(cc2)/C=C\3)N(c2ccccc2)C1=O | 90 | 13 | 53 | 59 | -21* | 3.0* | 75 | 69
COC(C)CCOC(=O)c1ccccc1C (stereo not drawn) | 107 | 101 | 108 | 98 | 104 | 90 | 100 | 99
CCOC(=O)N1C(=O)c2ccccc2C1=O | 115 | 94 | 107 | 119 | 102 | 118 | 107 | 102
COc1ccc(-c2nnc(CNc3ncccn3)o2)cc1 | 103 | 99 | 102 | . | 108 | 101 | . | 103
Nc1nc(N)nc(-c2ccccn2)n1 | 104 | 100 | 119 | . | 97 | 111 | 105 | 91
COc1cc(NC(C)=O)ccc1C(=O)NC(=S)Nc1ccc(S(N)(=O)=O)cc1 | 89 | 75 | 93 | 76 | 71 | 96 | 67 | 91
O=C1C(Cl)=C(NCCCN(CCO)CCO)C(=O)c2ccccc21 | 69 | 110 | 108 | 94 | 93 | 85 | 117 | 95
COc1cccc(-c2nc3occn3c2-c2ccnc(NCCNS(=O)(=O)c3ccc(C)cc3)n2)c1 | 93 | 103 | 99 | 97 | 96 | 124 | 92 | 101
COc1cccc(/C=N/Nc2nnc(N/N=C/c3cccc(OC)c3OC)c3ccccc23)c1OC | 103 | 62 | 96 | 92 | 65 | 108 | 66 | 100
C1CN(CC2CCC(CN3CCOCC3)O2)CCO1 (stereo not drawn) | 104 | 50 | 96 | 100 | 92 | 95 | 120 | 97
O=C(CSc1nnc(-c2ccc(Cl)cc2)n1-c1ccccc1)Nc1ccc(Cl)cc1 | 42 | 54 | 63 | 50 | 31 | 83 | -5.1* | 22
CC(C)c1ccc(C(C)C)cc1 | 96 | 102 | 108 | 102 | 118 | 113 | . | 94
Cc1cc(NS(=O)(=O)c2ccc(Nc3nc(/C=C/c4ccc([N+](=O)[O-])cc4)nc4ccccc34)cc2)no1 | 108 | 90 | . | 87 | . | 128 | 99 | 99
COc1ccc(-c2nc3sc4cc(OC)ccc4n3c2-c2nc3cc(Cl)c(Cl)cc3[nH]2)cc1 | 72 | 87 | 81 | . | 89 | 117 | . | 83
O=C(CSc1nc2ccccc2c(=O)n1-c1ccccc1)N/N=C/c1ccc(N2CCCCC2)cc1 | 97 | 88 | 103 | 80 | 82 | 96 | 81 | 85
CC(=O)OCC(=O)[C@H]1CCC2C3CCC4=CC(=O)CC[C@]4(C)C3CC[C@@]21C (stereo partly drawn) | 103 | 87 | 99 | 57 | . | 102 | 77 | 98
Nc1ncnc2c1cnn2C1CC(O)C(CO)O1 (stereo not drawn) | 116&110 | 108&107 | 104&109 | 102&110 | 120&110 | 90&106 | 103&106 | 98&112
O=S(=O)(NCCNc1nccc(-n2cnc3ccccc32)n1)c1cccc2ccccc12 | 104 | 113 | . | 92 | 97 | 95 | 106 | 97
Cc1cc(C)c(-c2c(N)cc(Br)cc2Br)c(N)c1 | -26* | 26 | 41 | 66 | . | 39 | -6.0* | 56
O=C(O)c1cc(=O)c2c(OCC(O)COc3cccc4oc(C(=O)O)cc(=O)c34)cccc2o1 | 103 | 87 | 102 | 107 | 91 | 96 | 102 | .
COc1cc(OC)c(/C=C/c2ccc3ccccc3[n+]2C)c(OC)c1 | -31* | . | 16 | . | -21* | 28 | . | .
CC(=O)N1N=C(c2ccc(F)cc2)CC1c1sc(N(C)Cc2ccccc2)nc1Cl (stereo not drawn) | 96 | 96 | 95 | 87 | 75 | 92 | 86 | 89
CC(=O)Nc1nc(C)c(C(=O)N/N=C/N2CCOCC2)s1 | 127 | 76 | 113 | 122 | 116 | . | 48 | 111
Cn1cc(-c2csc(-c3cn(C(=O)OC(C)(C)C)c4ccc(Br)cc34)n2)c2ccnc(Cl)c21 | 64 | 93 | 88 | 88 | 79 | 68 | 59 | 70
Nc1nc(N)c2c(n1)NC(c1ccc(Cl)cc1)C1CCc3ccccc3C1=N2 (stereo not drawn) | 44 | 51 | 70 | 36 | 42 | 84 | 94 | 64
C[C@@H]1N=C(c2ccc(Cl)cc2)Nc2nc3ccccn3c2C1=O | 33 | 91 | 91 | 92 | 91 | 73 | . | 86
O=C(NNC(=O)c1ccncc1)C1=CN=C2Sc3cc(F)ccc3N2[C@H]1c1ccccn1 | 93 | 111 | 94 | 74 | 107 | 88 | 90 | 94
COc1cc(C2CN(C)C3(C(=O)Nc4ccccc43)C2C(=O)c2ccc(Br)cc2)cc(OC)c1OC (stereo not drawn) | 104 | 102 | 109 | 96 | 99 | 97 | 95 | 96
C/C(=N\Nc1ccc(C(=O)O)cc1)c1cnn(-c2cc(=O)[nH]c3ccc(Br)cc23)c1C | 117 | 99 | 111 | 94 | 102 | 94 | 102 | 114
COc1ccc(/C=C/c2c(C(=O)c3ccccc3)c(C)nc3ccccc23)cc1 | 72 | 82 | 94 | 79 | 54 | 97 | 80 | 62
Cc1cc(Br)ccc1Nc1nc(N)nc(N)c1N=O | 110 | 105 | 106 | 103 | 106 | 102 | . | 104

A draw from above in order of length of the SMILES, rising:
SMILES | MDA-MB-435 | CCRF-CEM | M14 | EKVX | RPMI-8226 | HOP-62 | HOP-92 | A549/ATCC
Cc1cc(Br)ccc1Nc1nc(N)nc(N)c1N=O | 110 | 105 | 106 | 103 | 106 | 102 | . | 104
CC(=O)Nc1nc(C)c(C(=O)N/N=C/N2CCOCC2)s1 | 127 | 76 | 113 | 122 | 116 | . | 48 | 111
C/C(=N\Nc1ccc(C(=O)O)cc1)c1cnn(-c2cc(=O)[nH]c3ccc(Br)cc23)c1C | 117 | 99 | 111 | 94 | 102 | 94 | 102 | 114
